uPA surface inh – qHTS for Inhibitors of Cell Surface uPA Generation; AID 540303, 2011; actives 0.31% (n = 330,000); cell surface uPA generation assay, qHTS; Potency, µM (highest dose often 38.3 µM), inactives show top-dose activity change, negative = inhibition, actives largely listed as inhibitors; active means well fitted inhibition curve with a large enough effect; inconclusive means small, poorly fitted or top-dose-only effect; inactive means no such curve, though single readings can be large or run the other way; tested in mouse RAW 264.7 cells; further: on the % scale 0 is the no-effect control and ±100 the full control effect; nearly all actives have a fitted effect of over 55% in size
CXXC DNA block – qHTS Fluorescence Polarization Assay for Inhibitors of MLL CXXC domain - DNA interaction. Histone-lysine N-methyltransferase 2A (Homo sapiens), Q03164. MLL-CXXC / FITC-HOXA9 DNA fluorescence polarization. Potency, µM (titrated, usually from 115 µM), without a hit: at the top dose activity change, negative = inhibition, most hits filed as inhibitors. actives 0.037% (n = 290,000). AID 2662, 2010; active means well fitted inhibition curve with a large enough effect in the polarisation, with a control signal flat, not every such curve was filed as active; inconclusive means small, poorly fitted or top-dose-only effect, or effect the other way, or a change in a side signal; inactive means no such curve, though single readings can be large or run the other way; the % refers to the polarisation
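Fluorescence polarization: 7 uM MLL-CXXC (stock) preincubated 5 min with compounds, then 50 nM fluorescein-HOX-A9 DNA (stock) added; 30 min ambient. Buffer 50 mM Tris-HCl pH 7.5, 50 mM NaCl, 1 mM DTT, 0.05% BSA.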
RORgamma inh – qHTS for inhibitors of ROR gamma transcriptional activity; Nuclear receptor ROR-gamma (Mus musculus), P51450; Drosophila S2 Gal4-RORgamma UAS-luciferase reporter, 20 h; Potency, µM (top dose mostly 53.6 µM), without a hit: at the top dose activity change, negative = inhibition, most hits filed as inhibitors; actives 5.4% (n = 310,000); further: on the % scale 0 is the no-effect control and ±100 the full control effect; nearly all actives have a fitted effect of over 60% in size
Target sequence (P51450 whole entry, looked up, the tested form may be a part): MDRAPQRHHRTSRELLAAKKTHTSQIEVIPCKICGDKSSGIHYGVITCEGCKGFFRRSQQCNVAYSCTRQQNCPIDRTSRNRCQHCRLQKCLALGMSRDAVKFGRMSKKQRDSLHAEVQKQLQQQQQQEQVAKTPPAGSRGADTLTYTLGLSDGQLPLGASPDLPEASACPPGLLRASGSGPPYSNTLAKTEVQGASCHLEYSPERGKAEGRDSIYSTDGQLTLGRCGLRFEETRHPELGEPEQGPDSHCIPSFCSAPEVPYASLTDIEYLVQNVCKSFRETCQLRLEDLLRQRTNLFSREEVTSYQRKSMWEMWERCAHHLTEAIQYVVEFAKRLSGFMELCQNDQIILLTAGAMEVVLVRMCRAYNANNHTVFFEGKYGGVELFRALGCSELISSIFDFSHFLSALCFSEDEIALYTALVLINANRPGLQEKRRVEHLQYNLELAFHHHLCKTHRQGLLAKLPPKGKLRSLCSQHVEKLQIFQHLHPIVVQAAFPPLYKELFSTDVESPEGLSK
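Drosophila Schneider cells stably carrying a metallothionein-driven Gal4 DBD–ROR gamma fusion and a UAS-Photinus luciferase reporter were exposed to compound for 1 hr, then induced with copper sulfate (700 uM final) for 20 hr at ambient temperature before luminescence reading.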
VP16 counter – VP16 counterscreen qHTS for inhibitors of ROR gamma transcriptional activity; Drosophila S2 Gal4-VP16 UAS-luciferase, luminescence, 20 h; Potency, µM (titrated, usually from 53.6 µM), for the others: at the highest dose activity, negative = inhibition, hits mostly inhibitors; AID 2546, 2010; actives 3.5% (n = 310,000);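 further: Gal4-VP16 expression switched on by copper sulfate through the metallothionein promoter; on the % scale 0 is the no-effect control and ±100 the full control effect; nearly all actives have a fitted effect of over 50% in size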
BRCA1 expr up – qHTS Assay to Identify Small Molecule Activators of BRCA1 Expression. Potency, µM (titrated, usually from 46.1 µM), inactives show at the top dose activation, actives largely listed as activators. actives 1.1% (n = 380,000). MCF7-BRCA1-FFLuc reporter, luminescence, 48 h; response scale: scaled: vehicle 0%, 10 µM genistein 100%; further: nearly all actives have a fitted effect of over 80% in size; some results filed as inactive show a strong effect at the top dose
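48 h compound treatment of MCF7-BRCA1-FFLuc cells (phenol-red free MEM, 37 °C), then 15 min with luciferase substrate and luminescence imaging.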
ELG1 genotox – qHTS screen for small molecules that induce genotoxicity in human embryonic kidney (HEK293T) cells expressing luciferase-tagged ELG1; HEK293T ELG1-luciferase reporter, luminescence, 16 h; Potency, µM (top dose mostly 46 µM), without a hit: top-dose activity change, positive = activation, actives largely listed as activators; actives 1.3% (n = 330,000); further: % of control where 0% means no effect; nearly all actives have a fitted effect of over 60% in size
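Genotoxic stress is detected as increased luminescence from luciferase-tagged ELG1 in HEK293T cells, measured with ONE-Glo after a 16 hr treatment at 37 °C.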
NPC1 prom act – qHTS Assay for NPC1 Promoter Activators | Huh7 NPC1 promoter luciferase reporter, 24 h | Potency, µM (series often up to 9.22 µM), for inactives: at the highest dose activation, hits mostly activators | actives 2.4% (n = 320,000) | AID 485313, 2010;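 further: % of control where 0% means no effect; nearly all actives have a fitted effect of over 60% in size; reporter is driven by a mutant NPC1 promoter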
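In 1536-well qHTS, Huh7 cells harboring an NPC1 promoter–luciferase construct received compound for 24 h; activation was quantified by luminescence following luciferase reagent addition.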
p53 reactivator – qHTS assay for re-activators of p53 using a Luc reporter. H1299 p53-A138V BP100-luciferase reporter, luminescence, 24 h. actives 0.063% (n = 320,000). Potency, µM (series often up to 92.2 µM), without a hit: top-dose activity change, positive = activation, actives largely listed as activators; further: % of control where 0% means no effect; nearly all actives have a fitted effect of over 45% in size
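H1299 (p53-null), stable ts p53-A138V + BP100-Luc; 1000 cells/well, Opti-MEM/10% FBS; cpd 4 pt, 1:5; 24 h, 37 deg C, 5% CO2; detection reagent 10 min RT; luminescence.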
FLuc modulator – qHTS profiling assay for firefly luciferase inhibitor/activator using purifed enzyme and Km concentrations of substrates (counterscreen for miR-21 project); AID 588342, 2011; Luciferin 4-monooxygenase (Photinus pyralis), P08659; purified FLuc, Km substrates, luminescence inhibition; Potency, µM (titrated, usually from 57.5 µM), without a hit: at the top dose activity change, negative = inhibition, hits mostly inhibitors; actives 6.9% (n = 360,000);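 further: plate controls were vehicle for no effect and reference inhibitor for full effect; nearly all actives have a fitted effect of over 55% in size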
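Biochemical qHTS of compounds, final roughly 60 µM downward over six points, against 10 nM purified firefly luciferase using Km concentrations of substrates (10 uM D-luciferin, 10 uM ATP) in Tris acetate pH 7.5 buffer; luminescence output.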
MBNL1-CUG inh – qHTS Assay for Inhibitors of MBNL1-poly(CUG) RNA binding. Potency, µM (top dose mostly 57.5 µM), inactives show at the top dose activity change, negative = inhibition, hits mostly inhibitors. TR-FRET MBNL1-His/biotin-(CUG)12 binding, 665/545 ratio. AID 2675, 2010. actives 0.036% (n = 280,000). Muscleblind-like protein 1 (Homo sapiens), Q9NR56; active means well fitted inhibition curve with a large enough effect in the signal ratio, with a control signal flat, not every such curve was filed as active; inconclusive means small, poorly fitted or top-dose-only effect, or effect the other way, or a change in a side signal; inactive means no such curve, though single readings can be large or run the other way; the % refers to the signal ratio; further: on the % scale 0 is the no-effect control and ±100 the full control effect
Target sequence (Q9NR56 whole entry, looked up): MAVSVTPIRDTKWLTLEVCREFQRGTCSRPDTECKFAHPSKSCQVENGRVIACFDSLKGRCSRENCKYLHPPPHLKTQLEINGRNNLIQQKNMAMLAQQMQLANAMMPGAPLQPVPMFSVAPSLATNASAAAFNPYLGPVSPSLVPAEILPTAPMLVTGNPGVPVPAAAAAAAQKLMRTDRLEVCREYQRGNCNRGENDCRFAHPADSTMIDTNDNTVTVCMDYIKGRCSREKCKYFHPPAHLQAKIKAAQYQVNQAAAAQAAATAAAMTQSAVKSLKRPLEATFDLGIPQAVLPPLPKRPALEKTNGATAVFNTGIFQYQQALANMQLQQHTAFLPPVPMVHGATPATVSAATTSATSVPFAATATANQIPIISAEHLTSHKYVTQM
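TR-FRET between His-tagged MBNL1 and biotin-(CUG)12 RNA, detected with Tb anti-His antibody (0.055 ng/ul) and streptavidin-XL665 (5 nM), 60 min at room temperature. Compounds titrated 92 nM to 58 uM; 665/545 nm ratio normalized to buffer and complex controls.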
Rab9 prom act – qHTS Assay for Rab9 Promoter Activators; Huh7 Rab9 promoter-luciferase reporter, luminescence, 24 h; Potency, µM (series often up to 9.22 µM), without a hit: top-dose activation, negative = inhibition, hits mostly activators; actives 2.8% (n = 320,000); further: % of control where 0% means no effect; nearly all actives have a fitted effect of over 60% in size
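Huh7 cells stably carrying Rab9 promoter–luciferase reporter, plated 1500 cells/well, compound added after 2 h and incubated 24 h at 37 °C; luciferase luminescence then read after 10 min with detection reagent.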
* = called active by the depositor; ? = inconclusive; / = no result given; & = joins results of further samples; [ ] = remark or other dose. Unless noted, the call rests on the fitted dose curve; in most records, active means well fitted curve in the direction sought with a large enough effect; inconclusive means small, poorly fitted or top-dose-only effect, or another doubt; inactive means no such curve, though single readings can be large; an effect the other way counts as inactive or inconclusive. Potency means the concentration at half of the fitted maximal effect.

SMILES	uPA surface inh	CXXC DNA block	RORgamma inh	VP16 counter	BRCA1 expr up	ELG1 genotox	NPC1 prom act	p53 reactivator	FLuc modulator	MBNL1-CUG inh	Rab9 prom act
CCN(CC)c1ccc(NC(=O)CN2CCN(CC(=O)Nc3ccccc3OC)CC2)cc1	-3.4%	-0.8%	-7.3%	-0.3%	-17.8%&-1.7%	-9.4%	-5.3%	-0.5%	-1.5%&-12.0%	-2.8%	0.0%
Cc1ccc2c(c1)-c1c(cnn1CC(=O)N(CCC#N)c1ccccc1)CO2	-12.2%	-8.7%	-2.1%	10.8%	-11.4%	-2.0%	-4.1%	4.8%	5.2%	-20.1%	-4.7%
Cc1cc(OC(=O)c2cccs2)ccc1C(C)C	3.8%	19.0%	33.4%	-2.6%	-8.7%	0.6%	-0.2%	-2.4%	3.01µM*	5.0%	-0.7%
O=S(=O)(/N=S1/CC=CCN1S(=O)(=O)c1ccccc1)c1ccccc1 (stereo not drawn)	5.3%	-6.0%	11.2µM*	?	-31.8%	1.6%	-0.3%	-25.1%	0.3%	5.3%	-12.7%
CC(=O)NC(Cc1c[nH]c2ccccc12)C(=O)Nc1ccc2c(c1)OCO2 (stereo not drawn)	7.0%	9.1%	-10.2%	-0.5%	27.3%	3.4%	0.3%	5.4%	?	2.1%	5.9%
O=c1[nH]c(C2CCN(S(=O)(=O)/C=C/c3ccccc3)CC2)nc2c1nnn2Cc1ccccc1	/	10.5%	-6.7%	-9.5%	-21.0%	-3.1%	-3.6%	4.9%	-0.1%	-0.8%	0.4%
c1ccc2c(c1)nc(N1CCOCC1)c1ccccc12	-5.4%	1.1%	5.5%	4.2%	-0.4%	6.3%	-6.7%	-1.2%	?	/	-2.3%
COC(=O)c1cnn(-c2ccccc2)c1-n1cccc1C=O	-5.2%	-8.5%	-3.0%	2.6%	14.7%	-2.3%	-0.5%	-2.1%	-3.5%	4.7%	-5.3%
Cc1ccc(C)c(OCc2nnc(SCC(=O)NC(=O)NCc3ccco3)o2)c1	/	-1.6%	-11.6%	-10.1%	-2.5%	-1.0%	-0.8%	1.2%	2.8%	9.4%	-0.7%
COc1cc(/C=C2/SC(=S)N(CC(=O)O)C2=O)ccc1OC(=O)c1ccco1	1.1%	59.7%[activator]	-26.0%	-13.9%	21.9%	-3.7%	-4.9%	-4.4%	7.57µM*	?	-0.2%
Cc1ccc(C)c2sc(NC(=O)C3CC3)nc12	-10.9%	/	-27.4%	4.3%	-55.6%	0.9%	-6.7%	/	-0.7%	-8.4%	1.6%
S=C1N(c2ccccc2)CN(CCN2CCOCC2)CN1c1ccccc1	-3.9%	-6.4%	-23.5%	-4.4%	0.8%	-0.5%	0.4%	5.1%	-1.5%	3.5%	3.9%
CCn1c(=O)c2cc(C(=O)N(C)c3ccccc3F)sc2c2ccccc21	1.4%	-11.4%	-5.1%	2.8%	-33.9%	-6.9%	0.1%	-4.5%	-16.6%	/	-4.3%
CCC(/C=N/NC(=O)C(N)=O)CC	-8.4%	8.4%	-11.7%	-9.5%	19.2%	-1.6%	-2.6%	2.8%	4.1%	-4.1%	-4.1%
COCc1ccc(C(=O)NC2CCCN(Cc3ccccc3F)C2)o1 (stereo not drawn)	14.8%	39.7%[activator]	4.5%	1.4%	-17.0%	6.7%	-0.9%	-2.2%	1.8%	-3.1%	0.5%
C#CCOCCOCCOCCNc1nc(N2CCN(C(=O)Cn3cc(CC(C)O)nn3)CC2)nc(N2CCN(C(=O)Cn3cc(CC(C)O)nn3)CC2)n1 (stereo not drawn)	4.1%	6.7%	-7.3%	2.0%	0.0%	1.8%	-0.7%	-3.4%	3.1%	-20.6%	-5.1%
Cn1nc(C(=O)Nc2cccnc2)c2ccccc2c1=O	-4.9%	2.1%	-6.1%	17.6%	-2.9%	18.7%	-1.7%	-5.1%	4.9%	2.9%	-1.5%
O=C(NCCN1C(=O)S/C(=C/c2cccnc2)C1=O)C1CC(=O)N(Cc2ccccc2)C1 (stereo not drawn)	-24.9%	-4.4%	-27.2%	29.0%	-34.3%	0.5%	1.4%	4.2%	3.3%	?	0.2%
N#CCSc1nnc(Cc2ccc3c(c2)OCO3)o1	-2.0%	5.6%	-7.6%	-1.7%	11.8%	-0.7%	1.2%	2.6%	-2.2%	-11.2%	5.1%
COc1ccc(NC(=O)COC(=O)Cn2cnc3ccccc3c2=O)c(OC)c1	8.1%	/	/	/	10.8%	0.6%	-10.2%	0.3%	-3.0%	/	-5.4%
Cc1cc(NCC2CCCO2)n2c(nc3ccccc32)c1C#N (stereo not drawn)	6.1%	5.3%	-2.9%	-10.0%	-16.9%	/	/	/	-0.1%	2.0%	/
Cc1ccc(C(=O)OCC(=O)NC(=O)NCc2ccccc2)cc1C	-2.4%	/	/	/	11.6%	0.1%	-2.1%	10.9%	4.8%	/	0.8%
COC(=O)c1ccccc1NC(=O)CN(C)S(=O)(=O)c1ccc(OC)cc1	12.0%	-1.0%	7.7%	7.2%	-2.8%	-14.1%	1.3%	-4.9%	6.3%	0.8%	-4.6%
Cn1c(CNc2nc3ccccc3n2C)nc2ccccc21	1.4%	-14.6%	-4.9%	-3.4%	10µM*	9.5%	3.55µM*	8.0%	?	-8.0%	?
O=C1Nc2ccccc2/C1=N\N=C\c1ccc(O)c(O)c1	-6.5%	-9.0%	-7.9%	?	-5.6%	?	-5.3%	2.5%	23.9µM*	/	-15.3%
CC1=C(C(=O)Nc2ccccc2)C2(CCCCC2)C(C(N)=O)C(=S)N1 (stereo not drawn)	4.3%	13.2%	3.6%	?	2.4%	0.8%	-0.1%	-5.4%	-1.2%	3.7%	-3.6%
COc1cc(C(CCN2CCOCC2)c2c(OC)cc(OC)c3c2OC(=O)CC3c2ccc(N(C)C)cc2)cc(OC)c1OC (stereo not drawn)	-1.5%	8.9%	-10.1%&-22.3%	-5.0%&-2.5%	11.2%	4.8%	-2.7%	-3.3%	-0.6%	15.6%	-6.3%
O=C(c1cccnc1)N1N=C(C2CC2)CC1(O)C(F)(F)F (stereo not drawn)	2.9%	-1.7%	?	-1.3%[10 µM]	2.1%	-4.6%	-10.5%	-3.9%	-2.3%	-5.8%	-6.5%
CCn1c(O)c(C=Nc2ccccc2)sc1=S	2.4%	8.8%	18.4%	?	3.16µM*	?	?	?	9.53µM*	?	2.82µM*
O=C(COC(=O)C1(c2ccccc2F)CCCC1)N1CCOCC1	2.8%	-6.9%	-1.7%	-2.3%	-16.1%	2.7%	4.7%	3.1%	-2.9%	-2.4%	-3.8%
COc1ccc(CCNC(=O)c2nc(-c3cccs3)no2)cc1OC	-6.0%	-3.8%	?	0.7%	-10.6%	-5.2%	-6.1%	-6.0%	-1.8%	0.2%	-2.3%
O=c1oc2cc(OCc3c(F)cccc3Cl)ccc2cc1-c1ccccn1	6.0%	-11.2%	-1.4%	-7.2%	?	0.8%	-0.1%	-1.3%	1.1%	-8.0%	-1.3%
COCCN1CCN(C(=O)c2cc(COc3ccc(F)c(F)c3)on2)CC1	2.2%	-0.7%	30.9%	5.0%	52.1%	4.3%	6.1%	?	-13.0%	-5.8%	14.8%
C=CCn1c(COc2cccc(C)c2C)nnc1SCC(=O)N1CCN(c2ccccc2)CC1	-9.8%	16.4%	?	?	-64.5%	-2.5%	3.1%	-14.1%	-5.5%	?	-5.9%
CCOC(=O)c1cccc(N2C(=O)C3C4C=CC(CC4)C3C2=O)c1 (stereo not drawn)	5.7%	17.5%	-0.8%	-1.9%	-11.5%	-3.0%	-3.7%	3.2%	-2.3%	-12.6%	7.9%
COc1ccc(-n2[nH]c(C)cc2=O)cc1	-3.7%	7.2%	-13.0%	0.5%	-31.9%	2.5%	-2.8%	2.0%	2.4%	-6.8%	-9.0%

Compound activity: PubChem, National Center for Advancing Translational Sciences (NCATS)

These rows are one share of the data. The share of hits here may be higher or lower than overall.
